IDE inh: inhibits human insulin-degrading enzyme in HEK cells; FAbetaB cleavage, fluorescence polarization; inhibition, % at 5.59 µM; 0.41% of 320,000 active; AID 434962;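 active = percent inhibition above the average of all tested compounds plus 3 SD, set per screening campaign, cut at about 16% in these data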;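 also: IDE supplied by intact live HEK cells; FP after avidin binding of uncleaved biotin substrate so inhibition keeps polarization high; 0% = DMSO wells and 100% = 60 µM reference IDE inhibitor Ii1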
Target sequence (P14735 whole entry, looked up): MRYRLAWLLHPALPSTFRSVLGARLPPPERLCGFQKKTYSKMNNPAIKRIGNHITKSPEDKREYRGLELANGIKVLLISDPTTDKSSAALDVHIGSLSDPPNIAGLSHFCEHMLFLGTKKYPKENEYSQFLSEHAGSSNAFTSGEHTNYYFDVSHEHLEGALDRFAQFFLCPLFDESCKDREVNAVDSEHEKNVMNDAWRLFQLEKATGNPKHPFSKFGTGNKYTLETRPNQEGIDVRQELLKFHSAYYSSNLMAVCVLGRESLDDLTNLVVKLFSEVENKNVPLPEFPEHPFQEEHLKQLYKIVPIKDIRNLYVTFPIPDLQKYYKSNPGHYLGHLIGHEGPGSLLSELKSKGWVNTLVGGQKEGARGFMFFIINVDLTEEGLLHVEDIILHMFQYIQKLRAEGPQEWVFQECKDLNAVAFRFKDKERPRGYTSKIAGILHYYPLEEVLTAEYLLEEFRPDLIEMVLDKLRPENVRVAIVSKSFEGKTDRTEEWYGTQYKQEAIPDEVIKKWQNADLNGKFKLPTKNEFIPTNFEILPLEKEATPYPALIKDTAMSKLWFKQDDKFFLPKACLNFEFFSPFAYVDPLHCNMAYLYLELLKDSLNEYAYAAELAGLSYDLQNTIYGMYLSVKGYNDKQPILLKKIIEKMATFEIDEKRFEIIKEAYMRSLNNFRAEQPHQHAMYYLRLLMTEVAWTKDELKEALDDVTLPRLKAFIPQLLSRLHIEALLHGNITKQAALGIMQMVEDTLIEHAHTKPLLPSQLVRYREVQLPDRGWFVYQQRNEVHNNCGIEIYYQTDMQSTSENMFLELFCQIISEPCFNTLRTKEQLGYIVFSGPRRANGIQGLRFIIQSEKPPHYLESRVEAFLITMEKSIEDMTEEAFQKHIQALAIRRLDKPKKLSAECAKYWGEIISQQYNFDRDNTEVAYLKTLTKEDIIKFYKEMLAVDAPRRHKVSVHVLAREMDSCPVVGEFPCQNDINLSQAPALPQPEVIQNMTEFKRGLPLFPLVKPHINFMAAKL
IDE act: activators of human insulin-degrading enzyme in cells; HEK cells, FAbeta-B cleavage, fluorescence polarization; 0% vehicle, 100% cell-free pure enzyme wells; activation, % at 5.96 µM; AID 493087; 0.073% of 340,000 active; P14735;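 active = activation above the mean of all tested compounds plus 3 SD, set per screening campaign, cut at about 17% in these data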
* marks the source's active call; other numbers are inactive results; & = joins results of further samples. Only part of the results is shown, so the mix of outcomes need not match the whole.

Results follow in this order: IDE inh, IDE act
Cn1c(N)c(C(=O)CSc2nnc(-c3c[nH]c4ccccc34)n2C2CC2)c(=O)[nH]c1=O
  -3.6, 3.2
CC1(C)C(=O)Nc2ccccc2N1C(=O)COC(=O)Cc1ccc(Cl)c(Cl)c1
  2.2, -1.3
O=C(NCC1CCCO1)c1cccc(NS(=O)(=O)c2ccccc2)c1 (stereo not given)
  9.0, -2.6
CCOC(=O)[C@H]1[C@H]2COc3ccc(C)cc3[C@@H]2N2C(=O)c3ccc(C)cc3NC(=O)[C@@]12C
  6.0, 2.9
CC(C)(O)[C@@H]1CC(=O)[C@]2(C)[C@H](CC[C@@]3(C)[C@H](c4ccoc4)OC(=O)[C@H]4O[C@]432)[C@@]1(C)/C=C\C(=O)O
  -1.7, 2.0
CCCCCCC[N+](CC)(CC)CCCCc1ccc(Cl)cc1
  1.9, 0.8
CCCCCN(C(=O)CCC(=O)OCC(=O)Nc1cccc(SC)c1)c1c(N)n(CCCC)c(=O)[nH]c1=O
  3.6, -1.1
O=C(COC(=O)/C=C/c1ccc(Cl)cc1)NC(=O)NCc1ccccc1
  -1.2, 6.4
Cc1ccc(-n2c(C)nc3ccsc3c2=O)cc1
  -4.9, 4.1
Cn1nnnc1SCC(=O)Nc1sccc1C(N)=O
  -2.3, -0.6
COc1ccccc1NS(=O)(=O)c1cc(NC(=O)C2=NNC(=O)CC2)ccc1C
  0.7, 1.9
O=C1CC2(CCCC2)C(=O)N1CN1CCN(S(=O)(=O)c2ccc(F)cc2F)CC1
  3.2, 4.2
CCS(=O)(=O)c1ccc(O)c(NC(=O)c2ccc(S(=O)(=O)N3CCCCCC3)cc2)c1
  3.6, 3.5
COc1ccc(-c2cc3cc(OC)c(OC)cc3cn2)cc1OC
  5.0, -5.7
Cc1ccc(NC(=O)CN(C)C(=O)c2ccc(NC(=O)CC3SC(N4CCCC4)=NC3=O)cc2)cc1 (stereo not given)
  7.6, 1.9
CCN(CC(=O)Nc1c(F)cccc1F)C(=O)CCc1nc2sc3c(c2c(=O)[nH]1)CCCC3
  2.0, 4.1
CCCCN(C(=O)COC(=O)c1ccccc1)c1c(N)n(CCC)c(=O)[nH]c1=O
  4.5, 3.1
Cc1ccc(-c2cn(CCC(=O)O)c(-c3ccc(Cl)nc3)n2)cc1
  3.7, 1.1
COc1ccccc1NC(=O)c1ccc(NC(=O)COC(=O)c2ccc(O)cc2)cc1
  1.2, -0.3
CC(C)CN(C(=O)CSc1nc2ccccc2c(=O)[nH]1)c1c(N)n(CC(C)C)c(=O)[nH]c1=O
  2.4, 0.2

Results follow in this order: IDE inh, IDE act
CCCN(CC(=O)Nc1ccccc1C)C(=O)c1ccc2[nH]c3c(c2c1)CC(C)CC3 (stereo not given)
  -2.2, 2.6
O=C(COC(=O)c1ccccc1OCc1ccc(Cl)cc1)NCC1CCCO1 (stereo not given)
  -3.2, -0.7
COc1ccc(NC(=O)CN(C)C(=O)/C=C/c2cn(-c3ccccc3)nc2-c2ccc(C)cc2)cc1
  2.1, 4.8
CCC1CCCCN1C(=O)c1cc(S(=O)(=O)N2CCOCC2)ccc1C (stereo not given)
  5.1, 2.8
O=C(C[C@H]1C/C=C\CC[C@@H](Cc2ccc(F)cc2)C(=O)OCCNC1=O)NCCO
  8.6, -0.4
COc1ccccc1NS(=O)(=O)c1cccc(C(=O)NCC2(N(C)C)CCCCC2)c1
  5.6, 0.0
O=C(CCc1ccccc1)Nc1cc2c(cc1C(=O)O)OCCCO2
  0.6, 2.7
CC(C)CN(C(=O)CSc1ccc2c(c1)OCCO2)c1c(N)n(CC(C)C)c(=O)[nH]c1=O
  -2.1, 2.9
CCN(CC(=O)NC(=O)Nc1ccccc1F)Cc1ccccc1
  5.8, 2.5
Cc1ccc(NC(=O)COc2ccc(N(C)S(=O)(=O)c3ccc(F)cc3)cc2)cc1
  -0.8, -3.1
COc1ccc(C(=O)NCC(C)(C)N2CCOCC2)cc1S(=O)(=O)N1CCCC1
  -3.3, 8.1
CC(=O)N1CCN(C(=O)c2ccc(S(=O)(=O)Nc3ccccc3Cl)cc2)CC1
  -1.8, 1.0
COc1ccc(COC(=O)c2cccc(S(=O)(=O)N3CCN(C(C)=O)CC3)c2)cc1F
  -4.1, -4.1
COc1cc(C(=O)NNC(=O)c2nn(C)c(=O)c3ccccc23)cc(OC)c1OC
  1.4, 4.6
CCOc1cc(/C=C2/N=C(c3ccc4c(c3)OCO4)OC2=O)ccc1OC(C)=O
  -3.5, 2.7
Cc1ccc(S(=O)(=O)Nc2cccc(C(=O)N3CCN(c4ccccc4O)CC3)c2)cc1F
  1.5, 4.8
Cc1ccsc1C(=O)OCC(=O)NCCNC(=O)COC(=O)c1sccc1C
  1.4, -0.1
COc1ccc(OC)c(-c2csc(NC(=O)CN3C(=O)C4CCCCC4C3=O)n2)c1 (stereo not given)
  -0.3, 2.2
Cc1ccc(S(=O)(=O)N2CCCCC2)cc1NC(=O)Cn1cc(C(F)(F)F)ccc1=O
  -0.3, 3.2
Cc1ccc(NC(=O)CNC(=O)c2cccc(C)c2)nc1
  5.2, -2.5

The last 2 compounds of the section above are carried over, then new ones follow:
Results follow in this order: IDE inh, IDE act
Cc1ccc(S(=O)(=O)N2CCCCC2)cc1NC(=O)Cn1cc(C(F)(F)F)ccc1=O
  -0.3, 3.2
Cc1ccc(NC(=O)CNC(=O)c2cccc(C)c2)nc1
  5.2, -2.5
CN1CCN(c2ccc(Cl)cc2NC(=O)CC2OC(=O)c3ccccc32)CC1 (stereo not given)
  -2.7, 0.2
COc1ccc(-c2sc3ccccc3c2/C=C/c2ccncc2)cc1
  -5.8, 3.4
COc1cc2c(cc1OC)CN(C(=O)C1CCCN(C(=O)c3ccc(Cl)cc3)C1)CC2 (stereo not given)
  3.1, 1.8
COc1ccc2oc(C(=O)N3CCN(S(=O)(=O)c4ccc(F)cc4)CC3)c(C)c2c1
  2.1, -3.9
N#CC1(NC(=O)CSc2nc3ccccc3o2)CCCCC1
  5.3, 5.0
COc1ccc([C@H]2CC(=O)C=C(c3cc(F)ccc3F)C2)cc1OC
  -4.3, 5.3
Cc1cccc(C)c1NC(=O)CN(C)C(=O)CN1C(=O)NC2(CCCC2)C1=O
  -2.0, 4.9
Cc1ccc(C(=O)C(C)OC(=O)Cc2n[nH]c(=O)c3ccccc23)cc1C (stereo not given)
  -4.0, -0.2
CC1(c2ccc3c(c2)OCCO3)NC(=O)N(CC(=O)Nc2c(F)cccc2F)C1=O (stereo not given)
  0.1, 1.6
Cc1ccc(-c2cn(CCN)c(-c3ccncc3)n2)cc1
  -0.7, 3.8
COc1ccc(NC(=O)CSc2nnc(Cc3ccc(C)cc3)c(=O)n2N)cc1OC
  -5.1, 2.2
C[C@H]1CC[C@@]2(O[C@@H](CCO)C[C@H](O)[C@H]2O)O1
  -0.5, 2.3
CC(Sc1nnnn1C1CCCC1)C(=O)Nc1cccc(S(=O)(=O)N2CCOCC2)c1 (stereo not given)
  -1.2, 3.6
Cc1cc(NC(=O)CSCC(=O)Nc2nc3ccccc3[nH]2)no1
  0.5, -2.6
Cc1cc(C)c(C)c(S(=O)(=O)N2CCN(c3ncnc4ccccc34)CC2)c1C
  4.5, 1.5
O=C(COC(=O)c1ccccc1)Nc1ccc2[nH]c(=O)[nH]c2c1
  11.6, -0.9
CC(=O)c1ccc(NC(=O)COC(=O)Cc2ccsc2)cc1
  0.8, 2.2
CC(NC(=O)CSc1nc(C2CC2)n(-c2ccccc2)n1)c1ccco1 (stereo not given)
  -1.9, 3.0
Cc1cccc(C)c1NC(=O)CNC(=O)C(C)NC(C)c1ccccc1Br (stereo not given)
  4.2, 4.3
Cc1noc(C)c1CSCC(=O)NCCN1C(=O)S/C(=C\c2ccccc2F)C1=O
  -1.2, 1.8

Results follow in this order: IDE inh, IDE act
CCCN[C@H]1CCc2nc(N)sc2C1
  -2.1&1.0, 7.4
COC(=O)c1c(NC(=O)COC(=O)C2CCC2)sc(C)c1C
  -1.7, 4.4
O=C(CN1C(=O)NC2(CCCCC2)C1=O)Nc1ccc2c(c1)OCCCO2
  4.3, 5.7
CC(CNC(=O)COC(=O)c1cccs1)c1ccccc1 (stereo not given)
  0.5, 0.9
COC(=O)c1ccc(NC(=O)C2CCN(C(=O)Nc3ccccc3)CC2)cc1
  -0.3, 0.4
Cc1cc(SCC(=O)OCC(=O)N(CCC#N)c2ccccc2)nc2ccccc12
  2.4, 0.0
COc1cc(C(=O)/C=C/c2cccnc2)c([N+](=O)[O-])cc1OC
  -2.4, 0.6
CCN(CC)C(=O)[C@H]1CC(CC(=O)NCC23CC4CC(CC(C4)C2)C3)C(=O)N2CCc3c([nH]c4ccccc34)[C@]12C (stereo not given in full)
  -1.0, 0.3
O=C(COc1ccc([N+](=O)[O-])cc1)NCC(c1cccs1)N1CCOCC1 (stereo not given)
  4.2, 2.0
CC(=O)c1ccc(N2CCN(C(=O)C3CCN(C(=O)Nc4ccccc4)CC3)CC2)cc1
  2.3, 3.0
COc1ccc(NC(=O)CSc2nnc3ccc(-c4cccnc4)nn23)cc1
  3.7, -2.4
CCN(c1ccccc1)S(=O)(=O)c1cc(NC(=O)CN2CCN(C)CC2)ccc1Cl
  0.7, 4.6
COc1ccc(CNC(=O)CCC(=O)c2ccccc2)cc1
  0.5, 5.8
CCCNC(=O)c1ccc(N2CCC3(CC2)CC(c2cccc(Br)c2)=NO3)c(NC(=O)c2ccco2)c1
  1.4, -2.2
CC(=O)c1c(OC(=O)c2ccccc2)ccnc1C(F)(F)F
  -4.7, 3.0
COc1ccc(OCC(=O)OCC(=O)c2ccc(OC)c(F)c2)cc1
  -1.6, 0.7
CC(C)CC1NC(=O)N(CC(=O)Nc2cccc(Br)c2)C1=O (stereo not given)
  2.0, 1.1
O=C(OCCCc1cc2ccccc2c(=O)o1)c1ccc(F)cc1
  3.9, -9.3
CCCCn1c(N)c(N(CC(C)C)C(=O)c2cc(=O)[nH]c3ccccc23)c(=O)[nH]c1=O
  2.3, 4.5
N#Cc1ccc(CN2CCN(C(=O)c3cc(C4CC4)nn3-c3ccccc3)CC2)cc1
  -3.4, 2.4

Results follow in this order: IDE inh, IDE act
COC(=O)C(C)(N)Cc1ccc(O)cc1 (stereo not given)
  0.8, 2.6
O=C(COc1ccccc1)OCc1cc(-c2ccco2)on1
  -4.6, 1.9
CCc1noc(C)c1C(=O)N1CCN(S(=O)(=O)c2ccc(Cl)s2)CC1
  2.6, 0.3
CN(C(=O)COC(=O)c1cc(S(=O)(=O)N2CCOCC2)ccc1F)C1CCS(=O)(=O)C1 (stereo not given)
  -0.5, 3.6
CC(=O)c1c[nH]c(C(=O)Nc2ccc(N3CCCCCC3)cc2)c1
  -4.7, 5.6
CCN(CC(=O)NCc1ccc(F)cc1)CC(=O)Nc1cc(S(=O)(=O)N(C)C)ccc1C
  2.1, 8.7
OCc1ccnc2oc3ccccc3c12
  -1.8, 6.2
COc1ccc(OC)c(NC(=O)COC(=O)C2CCC2)c1
  -8.0, 1.2
CCc1cc2c(SCC(=O)N3CCCC3=O)ncnc2s1
  -1.5, 3.7
Cc1ccc(C(=O)Nc2ncccc2C)cc1S(=O)(=O)N1CCOCC1
  -0.7, 0.7
CC(Oc1ccccc1F)C(=O)NNC(=O)CC(C)c1ccccc1 (stereo not given)
  0.1, 4.1
CC(C)C(C)NC(=O)CSc1ccc(S(=O)(=O)N2CCOCC2)cn1 (stereo not given)
  4.6, 1.5
Cc1c(NC(=O)c2cccc(NC(=O)COc3ccccc3)c2)c(=O)n(-c2ccccc2)n1C
  3.7, -4.3
Cc1ccc(CSCC(=O)N(CCC(C)C)c2c(N)n(Cc3ccccc3)c(=O)[nH]c2=O)cc1
  3.8, 2.6
CCOC(=O)C1CCN(C(=O)CN2C(=O)c3ccccc3S2(=O)=O)CC1
  0.8, -0.2
CCN(C(=O)Cn1c(=O)oc2ccccc21)c1c(N)n(Cc2ccccc2)c(=O)[nH]c1=O
  -2.2, 1.5
CCCOc1ccc(C(=O)NNC(=O)CCNC(=O)c2ccccc2Cl)cc1OC
  4.7, -1.0
CSCC[C@@H](C(=O)NCCCCCCCCCCC(=O)N1CCN(C(=O)OC(C)(C)C)CC1)n1cc(CCO)nn1
  -9.6, -3.9
COc1cc(/C=C/C(=O)OCC(=O)N2CCCc3ccccc32)ccc1OC(F)F
  2.8, 2.6
C=C1CCN([C@@H](Cc2ccccc2)C(=O)N2CCOCC2)S(=O)(=O)c2ccccc21
  -3.1, -1.2

Retrieved by compound from above:
Results follow in this order: IDE inh, IDE act
COc1cc(/C=C/C(=O)OCC(=O)N2CCCc3ccccc32)ccc1OC(F)F
  2.8, 2.6
Cc1ccc(C(=O)Nc2ncccc2C)cc1S(=O)(=O)N1CCOCC1
  -0.7, 0.7
CN(C(=O)COC(=O)c1cc(S(=O)(=O)N2CCOCC2)ccc1F)C1CCS(=O)(=O)C1 (stereo not given)
  -0.5, 3.6
COc1ccc(OC)c(NC(=O)COC(=O)C2CCC2)c1
  -8.0, 1.2
CC(C)C(C)NC(=O)CSc1ccc(S(=O)(=O)N2CCOCC2)cn1 (stereo not given)
  4.6, 1.5

Later entries
Results follow in this order: IDE inh, IDE act
N#CCC(=O)Nc1ccc(C(=O)OC(C(=O)Nc2cc(C(F)(F)F)ccc2Cl)c2ccccc2)cc1 (stereo not given)
  -0.5, -0.2
OC(COCc1ccccc1F)CN1CCCCC1 (stereo not given)
  3.8, 6.8
CN1[C@@H]2CCC[C@H]1CC(NC(=O)c1nn(C)c3ccccc13)C2 (stereo not given in full)
  5.8, 5.3
CC(C)c1ccc(S(=O)(=O)N2CCN(CC(O)CN3CCOCC3)CC2)cc1 (stereo not given)
  1.2, -1.5

2 of the compounds above, with the structure last.
| IDE inh | IDE act | canonical_smiles |
| --- | --- | --- |
| 5.8 | 5.3 | CN1[C@@H]2CCC[C@H]1CC(NC(=O)c1nn(C)c3ccccc13)C2 (stereo not given in full) |
| 1.2 | -1.5 | CC(C)c1ccc(S(=O)(=O)N2CCN(CC(O)CN3CCOCC3)CC2)cc1 (stereo not given) |

Source: PubChem BioAssay (The Scripps Research Institute Molecular Screening Center)
